# RAM inhibit = inhibitors of the yeast RAM network | 1.8% of 190,000 active | inhibition, % at 50 µM | S. cerevisiae dse1pr::URA3 reporter, 5-FOA growth OD615, 2 d; analog-sensitive cbk1-as2 kinase mutant strain;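 active = inhibition above a set limit, 3 SD over mean compound inhibition, cut at about 8.4% in these data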;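 also: 0% = DMSO-only wells with no growth and 100% = 10 µM 1-NA-PP1 full growth; inhibition rescues growth on 5-FOA so higher OD means more RAM inhibition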
# APP transl inh = APP translation inhibition; SH-SY5Y APP 5'UTR-luciferase reporter, luminescence; inhibition, % at 2 µM; 0.82% of 190,000 active; AID 1285;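 active = inhibition above a set limit, derived from the sample mean plus 3 SD, cut at about 45% in these data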; also: values of inactives mirror those of a sister screen read the other way
# FLuc inhib CS = Photinus pyralis luciferase inhibition counter-screen. 1.5% of 200,000 active. ATPLite firefly luciferase biochemical luminescence, 10 min. AID 1006. inhibition, % at 10 µM;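 active = inhibition above about 50% when tested at 10 µM, limit read from the data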
# Target sequence (P08659 whole entry, looked up): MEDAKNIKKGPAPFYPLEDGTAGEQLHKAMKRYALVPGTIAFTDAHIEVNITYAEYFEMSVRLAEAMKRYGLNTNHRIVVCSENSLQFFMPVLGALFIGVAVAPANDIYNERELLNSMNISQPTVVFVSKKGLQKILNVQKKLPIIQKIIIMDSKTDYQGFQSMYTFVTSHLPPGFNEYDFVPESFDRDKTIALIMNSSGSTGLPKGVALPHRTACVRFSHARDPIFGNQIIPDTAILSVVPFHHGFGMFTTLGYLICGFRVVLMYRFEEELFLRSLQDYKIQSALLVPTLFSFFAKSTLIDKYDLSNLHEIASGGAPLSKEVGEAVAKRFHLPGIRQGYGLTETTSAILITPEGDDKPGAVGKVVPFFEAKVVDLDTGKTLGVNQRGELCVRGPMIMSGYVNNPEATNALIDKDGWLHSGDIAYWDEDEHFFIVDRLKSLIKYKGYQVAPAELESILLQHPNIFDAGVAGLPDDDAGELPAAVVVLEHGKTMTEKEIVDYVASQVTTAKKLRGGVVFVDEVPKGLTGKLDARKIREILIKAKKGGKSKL
# bIAP activator = intestinal alkaline phosphatase (bovine) activation; 0.17% of 200,000 active; activation factor at 20 µM; purified bovine IAP, CDP-star luminescence, 30 min; hits give high values; fold of DMSO-control signal, blank-subtracted;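 active = activation factor of 2 or more at 20 µM, a signal rise over negative controls twice the positive control's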
# TNAP inh no acc = blocks human TNAP activity with no phosphate acceptor present. 0.26% of 200,000 active. purified TNAP, CDP-star luminescence, 30 min. inhibition, % at 20 µM. P05186;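 active = tissue-nonspecific alkaline phosphatase inhibition above about 50% at 20 µM in the single-dose screen, limit read from the data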;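 also: 0% = DMSO negative control and 100% = EDTA positive control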
# Target sequence (P05186 whole entry, looked up): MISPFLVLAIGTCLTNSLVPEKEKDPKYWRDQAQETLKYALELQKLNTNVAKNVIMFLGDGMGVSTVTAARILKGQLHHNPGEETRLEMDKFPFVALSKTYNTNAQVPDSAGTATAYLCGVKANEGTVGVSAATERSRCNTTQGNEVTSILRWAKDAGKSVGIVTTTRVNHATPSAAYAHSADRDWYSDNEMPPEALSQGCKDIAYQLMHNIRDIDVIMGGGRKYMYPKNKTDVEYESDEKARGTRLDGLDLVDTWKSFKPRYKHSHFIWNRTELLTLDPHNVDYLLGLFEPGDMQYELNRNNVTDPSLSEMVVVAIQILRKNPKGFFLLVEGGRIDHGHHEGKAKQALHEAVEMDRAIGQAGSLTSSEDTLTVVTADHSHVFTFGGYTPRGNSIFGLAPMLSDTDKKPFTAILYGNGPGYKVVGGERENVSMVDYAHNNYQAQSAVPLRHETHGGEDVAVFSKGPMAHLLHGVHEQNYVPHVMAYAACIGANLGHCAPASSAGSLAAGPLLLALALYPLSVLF
# TNAP inh hi DEA = inhibitors of human TNAP at high phosphate acceptor concentration; P05186; 0.03% of 200,000 active; AID 1135; purified TNAP, CDP-star luminescence, 1 M DEA; inhibition, % at 20 µM;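 active = over 50% inhibition of tissue-nonspecific alkaline phosphatase at 20 µM in the single-dose screen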;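 also: plate controls were DMSO wells for no effect and EDTA-quenched wells as full inhibition for full effect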
# Lmaj promast = inhibitors of Leishmania major promastigote growth | 9% of 200,000 active | inhibition, % at 10 µM | Leishmania major promastigotes, resazurin fluorescence viability | AID 1063; in the data active = inhibition above about 50%;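 also: promastigotes grown with compound for 44 hours at 28 °C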
# TNAP act hi DEA = increases human TNAP activity under high phosphate acceptor concentration; purified TNAP, CDP-star luminescence, 1 M DEA, 30 min; hits give high values; 0 = EDTA background, 1 = DMSO-only activity; activation factor at 20 µM; P05186; AID 1136; 200,000 tested, under 10 active;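 active = activation factor at least 2 at 20 µM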
#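 Test system – human TNAP · Doses – 20 µM single point · Incubation – 30 min, room temperature · Signal – luminescent substrate turnover signal · Read-out basis – activation factor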
# FLuc stim CS = affects firefly luciferase, flagging false hits in luciferase stimulation screens. P08659. ATPlite luciferase biochemical, luminescence, 10 min; 0 = ATP-free wells, 1 = DMSO control. activation factor at 10 µM. 200,000 tested, under 10 active;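 active = luciferase activation factor, scaled between plate controls, of at least 2 with compound at 10 µM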
#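 System: luciferase plus luciferin reagent, cell-free; medium: PBS as buffer for the ATP substrate; dosing: test compounds dosed from 2 mM stocks in 100% DMSO; timing: 10 min post-reagent at room temperature; measured by: luminescence measurement of luciferase light output; evaluation: luciferase activation, seen as luminescence increase over controls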
# bIAP inhibitor = intestinal alkaline phosphatase (bovine) inhibition. 190,000 tested, under 10 active. inhibition, % at 20 µM. AID 1019. purified bovine IAP, CDP-star luminescence, 30 min;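 active = over 50% inhibition of intestinal alkaline phosphatase at 20 µM in the single-dose screen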
#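 test system = bovine IAP enzyme | medium = DEA buffer 100 mM, pH 9.8, with MgCl2 1.0 mM, ZnCl2 0.02 mM | detection = luminescence | dosing = single compound dose of 20 µM, 2% DMSO final | incubation = 30 min reaction at room temperature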
# The depositor's hits bear a star; nt = not tested or not shown. Rows were taken by chance; overall some 13% were active at least once.
SMILES,RAM inhibit,APP transl inh,FLuc inhib CS,bIAP activator,TNAP inh no acc,TNAP inh hi DEA,Lmaj promast,TNAP act hi DEA,FLuc stim CS,bIAP inhibitor
CCOc1ccc(S(=O)(=O)N(C)c2ccc(OCC(=O)OCc3c(C)noc3C)cc2)cc1,12*,-10,-7,1.1,9,-4,0,1,1.1,-11
Cc1c(C#N)c2ccccc2n1CCOc1ccccc1F,4.3,1,-10,0.8,-13,-8,12,1.1,1.1,16
Cc1ccc(-n2c(C)cc(/C=N/NC(=O)CC3(C)OCCO3)c2C)c(C)c1,0.6,10,-1,0.9,-6,1,1,1,1,9
O=C(CN1CCCc2ccccc21)NCc1ccccc1Cl,-0.2,-1,2,0.8,-1,-1,1,1,1,17
O=C(O)CCCNc1ccc([N+](=O)[O-])c(NCCCC(=O)O)n1,0.4,-2,1,0.9,3,9,-5,0.9,1,8
N#Cc1c(-c2cccnc2)c2c([nH]c1=S)CCCC2,1.6,4,15,1,-3,0,-5,1,0.8,3
CCn1c(CCNC(=O)c2ccc(OC)cc2)nnc1SCc1ccc(Cl)c(Cl)c1,0.8,11,-7,0.9,31,-1,93*,1,1.1,9
COc1ccc(NC(=O)C(=O)NCCC2=CCCCC2)c(OC)c1,3.6,-7,-6,0.9,-14,-8,55*,1.1,1.1,10
CCOc1ccccc1/C=N\Nc1cnn(Cc2ccccc2)c(=O)c1Cl,2.9,7,-4,1,0,2,17,1,1,1
O=C(CSc1nnc2ccccn12)Nc1nsc(-c2ccccc2)n1,1.1,-6,34,0.9,-16,2,-1,1,0.7,14
CCOC(=O)c1cc(CC)sc1N1C(=O)CC(Sc2ccccc2C(=O)O)C1=O (stereo not given),4.9,1,2,1,12,-1,-8,1,1,-3
CCOC(=O)C1=C(C)N(C)C(C)=C(C(=O)OCC)C1c1ccncc1,0.1,-20,4,1.1,-3,1,9,1,1,-6

# Single records, from the list above. Screens in order: RAM inhibit, APP transl inh, FLuc inhib CS, bIAP activator, TNAP inh no acc, TNAP inh hi DEA, Lmaj promast, TNAP act hi DEA, FLuc stim CS, bIAP inhibitor
# `CCn1c(CCNC(=O)c2ccc(OC)cc2)nnc1SCc1ccc(Cl)c(Cl)c1` across the screens: 0.8, 11, -7, 0.9, 31, -1, 93*, 1, 1.1, 9
# `O=C(CN1CCCc2ccccc21)NCc1ccccc1Cl` across the screens: -0.2, -1, 2, 0.8, -1, -1, 1, 1, 1, 17
# `CCOc1ccc(S(=O)(=O)N(C)c2ccc(OCC(=O)OCc3c(C)noc3C)cc2)cc1` across the screens: 12*, -10, -7, 1.1, 9, -4, 0, 1, 1.1, -11
# `Cc1c(C#N)c2ccccc2n1CCOc1ccccc1F` across the screens: 4.3, 1, -10, 0.8, -13, -8, 12, 1.1, 1.1, 16
# `O=C(O)CCCNc1ccc([N+](=O)[O-])c(NCCCC(=O)O)n1` across the screens: 0.4, -2, 1, 0.9, 3, 9, -5, 0.9, 1, 8

# (list continues)
SMILES,RAM inhibit,APP transl inh,FLuc inhib CS,bIAP activator,TNAP inh no acc,TNAP inh hi DEA,Lmaj promast,TNAP act hi DEA,FLuc stim CS,bIAP inhibitor
CCN(CC)CCNC(=O)c1ccc(NC(=O)c2cccc(S(=O)(=O)Nc3ccc(C)cc3)c2)cc1,-0.5,6,-2,1.1,6,0,-7,1,1,-7
Cc1cc(NC(=O)/C=C/c2ccc(F)cc2)n(-c2nc3ccccc3[nH]2)n1,4.5,-15,44,0.9,-38,-4,-1,1,0.6,12
NC(=O)c1ccc(NC(=O)COC(=O)c2ccccc2Nc2ccccc2)cc1,5.9,11,-8,1,-2,-4,2,1,1.1,4
CC(C)(C)NC(=O)NC(=O)COC(=O)C1CC(=O)N(Cc2ccccc2)C1 (stereo not given),0.8,17,3,1,-4,0,-2,1,1,4
O=C(Nc1nc(-c2cc3ccccc3oc2=O)cs1)c1ccco1,5.9,-16,-5,0.9,-15,-4,-2,1,1,8
O=C(NNC(=O)C1CCCN(S(=O)(=O)c2cccc(F)c2)C1)C1CC1 (stereo not given),2.5,-7,-3,1,-3,-2,8,1,1,-4
Cn1c2ccccc2c2c(C(=O)NCCCN3CCCC3=O)cn(C3CCCCC3)c(=O)c21,0.4,2,-3,1.1,-13,-2,-7,1,1,-7
C/C(=N/O)c1ccccn1,1.4,2,-9,1,-17,-5,-6,1.1,1.1,-3
COc1cccc(CNC(=O)c2n[nH]c3ccccc23)c1,2.9,-14,51*,1.2,-39,-6,6,1.1,0.5,-19
COc1ccc(N2CCN(C(=O)c3ccc(F)cc3)CC2)c([N+](=O)[O-])c1,-1.3,-3,-2,1,2,0,0,1,1,-4
Cc1nn(C)c(C)c1CNC(=O)Nc1cccc(Cl)c1C,0.6,-8,9,1.1,-6,1,-4,1,0.9,-13
CCOc1cc(S(=O)(=O)Nc2ccc(Cl)cn2)ccc1Cl,2.7,-12,0,0.9,-8,-2,1,1,1,14
O=C(CN1C(=O)CC(c2ccccc2)S(=O)(=O)c2ccccc21)N1CCCC1 (stereo not given),-0.9,-3,-6,1,-9,-3,-7,1,1.1,-1
O=C1CCCc2nc3c(cc21)C(O)Oc1ccccc1-3 (stereo not given),-0.1,-10,-1,0.9,0,1,6,1,1,5
CC1CC(Nc2ccccc2)=CC(=O)O1 (stereo not given),-0.7,-3,2,1,-3,-2,2,1,1,3
C=CCNc1oc(-c2cccs2)nc1C#N,0.1,-8,3,0.7,-11,-5,-3,1.1,1,28
COCC(=O)c1[nH]c2ccccc2c1C,-0.9,-8,-5,0.9,-16,-9,1,1.1,1.1,8
Cc1csc(NC(=O)CSc2nncc(=O)n2N)n1,4.1,2,0,1,-10,2,-3,1,1,-4
CCOc1ccc(OCCCCN2CCCC2)cc1,3.5,15,-2,0.9,-12,-1,99*,1,1,11
Brc1ccccc1-c1nnc(CSc2nnc3sc4ccccc4n23)o1,0.3,-2,-2,1.2,1,-1,-4,1,1,-18
CN(C)S(=O)(=O)c1ccc(NC(=S)NC(=O)c2cccs2)cc1,6.8,5,-4,0.9,31,2,4,1,1,12
Cc1ccc(NC(=O)COc2ncnc3ccccc23)cc1S(=O)(=O)N1CCOCC1,3.9,2,-5,0.9,-20,-4,0,1,1.1,7
O=C(O)C1CC(=O)N(Cc2cccs2)C1 (stereo not given),1.1,-6,-3,1,-9,-8,-3,1.1,1,-2
CCN(CC)CCCNC(=O)CCC(=O)Nc1ccc2nc(N3CCCCC3)cc(C)c2c1,0.9,3,-1,1.3,1,-2,7,1,1,-25
C/C(=N\OCC(=O)Nc1c(C)cc(C)cc1C)c1ccc2c(c1)OCCO2,-1.5,-11,-8,0.9,-8,-6,2,1.1,1.1,8
CCOc1ccccc1-n1c(SCC(=O)N(CC)CC)nnc1-c1ccccn1,-0.1,6,-1,1,-8,-3,31,1,1,0
CC(C)C(=O)NC(=S)Nc1nnn(C)n1,0.4,6,-6,0.3,-11,3,2,1,1.1,nt
CCOc1cc(C)c(Cl)cc1S(=O)(=O)n1nnc2ccccc21,1.1,9,-8,0.7,-1,-6,1,1.1,1.1,34
C[C@H]1C(=O)N(C)CCN1Cc1cn(C)nc1-c1ccc(Oc2ccccc2)cc1,0.2,2,-4,1,0,2,-8,1,1,4
Cc1ccc(NC(=O)CC(NCCN2CCOCC2)C(=O)O)cc1Cl (stereo not given),1.4,-4,-9,1,-3,-8,-6,1.1,1.1,-4
COc1cc2c(C(=O)N3CCN(c4ccccc4C)CC3)c(C)oc2cc1Br,3.7,-15,-9,1,8,-8,15,1.1,1.1,2
Cc1cccc(CC2S/C(=N/c3ccccn3)NC2=O)c1 (stereo not given),2.7,2,0,0.9,-11,5,-7,1,1,6
Cc1ccc(-n2c(-c3ccccc3)c[n+]3c2CCC3)cc1,0.3,-1,-1,1,-2,4,98*,1,1,-3
CCO[C@H]1OC(C(=O)NCc2ccccc2)=C[C@@H](C2CC2)[C@@H]1CCCO,1.0,2,-2,1.2,-8,-3,1,1,1,-20
CCCC(CCC)C(=O)Nc1cccc(C(=O)O)c1,-0.3,0,-3,1,-7,-3,-3,1,1,2
COc1ccc(C(=O)NNC(=O)C(=O)Nc2ccc(C)c(Cl)c2)cc1,3.9,12,-2,1.3,-135,0,33,1,1,-28
CCc1nccn1S(=O)(=O)c1cc(C)c(OC)cc1C,1.5,-2,-7,0.9,-13,-8,2,1.1,1.1,13
C/C(=N\NC(=O)c1c(Cl)c(C)nn1C)c1ccc(NC(=O)c2ccncc2)cc1,-0.1,-7,-3,1,-2,-2,1,1,1,-2
Clc1ccc(SCCOCCN2CCc3ccccc3C2)cc1,0.7,3,-8,0.9,-6,-5,88*,1.1,1.1,6
CCOc1ccc(NC(=O)NC(C)CC)cc1 (stereo not given),-0.3,-15,10,1.3,4,-1,-4,1,0.9,-30
O=C(c1ccncc1)N1CCN(c2ccc(F)cc2)CC1,1.3,nt,-7,0.9,-2,0,-7,1,1.1,9
CCCN1Cc2cccc(C(=O)Nc3cc(OC)cc(OC)c3)c2C1=O,3.0,16,-4,1.1,2,2,-2,1,1,-5
CCC(Sc1nc2c(cnn2-c2ccccc2)c(=O)[nH]1)C(=O)OC (stereo not given),2.3,3,1,1,-13,-8,-4,1.1,1,3
COc1ccc(NS(=O)(=O)c2ccc(N)c(C(=O)O)c2)cc1,2.6,0,-6,0.8,-15,-7,-1,1.1,1.1,20
COc1cccc(/C=N\NC(=O)C2C(=O)NCC2c2ccccc2)c1O (stereo not given),0.1,-3,-4,1.3,-41,-1,96*,1,1,-27
O=C(c1ccc(CNS(=O)(=O)c2ccccc2)cc1)N1CCN(c2ccccn2)CC1,0.0,-9,-3,0.1,-4,-3,10,1,1,nt
O=C(COc1ccc2ccccc2c1)NCCc1ccc2c(c1)OCCO2,4.5,7,-2,1,-18,-1,-2,1,1,-1
O=C(O)CCn1cc(/C=C/C(=O)c2ccc(Cl)cc2)c(-c2ccc(Br)cc2)n1,3.6,-3,-4,0.8,-12,-1,1,1,1,16
COc1ccc(C(=O)Nc2ccc(C(=O)NCCc3ccccc3)cc2)cc1,5.3,-1,0,1.2,-17,-10,-3,1.1,1,-17
Cc1ccccc1OCCN(C#N)c1nc(N(C)C)nc(N(C)C)n1,4.5,-10,-1,0.9,-12,-9,2,1.1,1,12
Cc1ccc(OC/C(=N\O)C(C)(C)C)c([N+](=O)[O-])c1,3.3,-24,-2,1,0,2,2,1,1,0
CCOc1cc(C=O)ccc1OCCSc1ccc(C)cc1,2.5,15,-4,0.8,-3,-5,40,1.1,1,15
COc1ccc(N(C(=O)COc2ccccc2OC)S(=O)(=O)c2ccc(C)cc2)cc1,3.7,0,-4,1.1,-2,0,-5,1,1,-8
CC(=O)c1cccc(NC(=O)c2noc3c2CCc2ccccc2-3)c1,7.8,-169,32,0.9,-7,-9,1,1.1,0.7,7
CC(/C=N/NC(=O)NC1CCCCC1)=C\c1ccccc1,2.5,-18,-2,0.8,4,-1,6,1,1,16
Nc1nc2ccc(C(=O)NC3CCCCC3)cc2s1,0.0,-7,-4,1,-6,-6,29,1.1,1,0
COc1cccc(NC(=O)CSc2nc3ccccc3cc2Cc2ccccc2)c1,5.1,-5,-2,0.6,-7,-3,31,1,1,35
CC(c1ccccc1)n1cc(C(=O)NCC2CCCO2)nn1 (stereo not given),1.5,14,-2,1.1,3,0,-3,1,1,-6
